# Bioassay records from PubChem BioAssay.
# GoLoco inh red – blocks human Gai1 binding to RGS12 GoLoco peptide, red readout; Potency, µM (series often up to 61.6 µM), inactives show top-dose activity, negative = inhibition, most hits filed as inhibitors; Gai1:RGS12 GoLoco peptide FP, rhodamine, 10 min; 230,000 tested, 0.44% active; P63096; active means well fitted inhibition curve with a large enough effect, not every such curve was filed as active; inactive means no such curve, though single readings can be large or run the other way; further: nearly all actives have a fitted effect of over 30% in size; many of its hits are not listed in these tables
# Target sequence (P63096 whole entry, looked up): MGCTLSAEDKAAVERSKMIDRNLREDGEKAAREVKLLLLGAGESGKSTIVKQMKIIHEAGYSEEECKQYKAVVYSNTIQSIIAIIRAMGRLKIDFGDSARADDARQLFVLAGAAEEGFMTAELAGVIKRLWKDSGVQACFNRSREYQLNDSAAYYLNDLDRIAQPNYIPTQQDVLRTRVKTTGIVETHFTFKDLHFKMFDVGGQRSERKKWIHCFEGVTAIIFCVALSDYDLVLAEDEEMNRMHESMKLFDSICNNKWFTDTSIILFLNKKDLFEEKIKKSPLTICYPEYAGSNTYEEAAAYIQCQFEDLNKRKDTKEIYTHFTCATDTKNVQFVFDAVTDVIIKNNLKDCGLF
# TRb-SRC2 inh – TRbeta-SRC2 interaction inhibition | P10828 | TRbeta-SRC2 peptide binding, fluorescence polarization; receptor liganded with 1 µM T3 | Potency, µM (doses to about 106 µM), for the others: at the highest dose activity change, negative = inhibition, most hits filed as inhibitors | 280,000 tested, 0.065% active;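 further: plate controls were bound peptide for no effect and peptide without receptor for full effect; nearly all actives have a fitted effect of over 50% in size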
#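 Human TRb LBD (0.6 uM) plus Texas Red-labeled SRC2 peptide (20 nM), 1uM T3, 5% DMSO, 5 hr at ambient temperature. Decreased polarization (555/632 nm) flags inhibition; data normalized to free and bound peptide controls.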
# KDM4E inh – blocks human JMJD2E demethylase activity | B2RXH2 | Potency, µM (titrated, usually from 57.1 µM), without a hit: top-dose activity change, negative = inhibition, actives largely listed as inhibitors | JMJD2E catalytic domain, FDH-coupled NADH fluorescence (FDH is formaldehyde dehydrogenase) | AID 2147 | 230,000 tested, 1.6% active; active means well fitted inhibition curve with a large enough effect, not every such curve was filed as active; inconclusive means small, poorly fitted or top-dose-only effect, or another doubt; inactive means no such curve, though single readings can be large or run the other way;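 further: 0% = wells with enzyme and -100% = buffer wells without enzyme; nearly all actives have a fitted effect of over 50% in size; many of its hits are not listed in these tables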
# TR SRC2 fluor cs – alters Texas Red total fluorescence, flagging assay interference | TRb/SRC2 Texas Red total fluorescence interference | 280,000 tested, 0.29% active | Potency, µM (series often up to 106 µM), for the others: at the highest dose fluorescence change, negative = quenching; active means well fitted curve in either direction with a large enough effect; inconclusive means small, poorly fitted or top-dose-only effect
#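 Human TRβ ligand-binding domain (0.6 uM) and Texas Red SRC2 peptide (20 nM) in Tris buffer with 1 uM T3 and 5% DMSO were incubated with pinned compound for 5 hr at ambient temperature. Total fluorescence was computed as S + 2P (555/632 nm).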
# Tau FP inhib – tau fibrillization inhibition (FP); 280,000 tested, 0.39% active; K18 P301L tau heparin fibrillization, Alexa594 FP, 6 h; P10636; Potency, µM (series often up to 57.7 µM), for inactives: at the top dose activity, negative = inhibition, hits mostly inhibitors; further: nearly all actives have a fitted effect of over 55% in size
#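 FP of Alexa 594-tau after heparin (20 uM) induction. Substrate: human K18 P301L, 15 uM unlabeled, 0.24 uM labeled. Buffer 100 mM sodium acetate pH 7. 6 hr, 37 C.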
# RECQ1 helicase – inhibitors of human RECQ1 DNA helicase | Potency, µM (doses to about 57.3 µM), for the others: at the highest dose activity, negative = inhibition, usual class: inhibitors | AID 2549 | 240,000 tested, 0.54% active | RECQ1 DNA unwinding, red fluorescence kinetic read;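 further: plate controls were vehicle for no effect and no enzyme for full effect; nearly all actives have a fitted effect of over 30% in size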
# Target sequence (P46063 whole entry, looked up): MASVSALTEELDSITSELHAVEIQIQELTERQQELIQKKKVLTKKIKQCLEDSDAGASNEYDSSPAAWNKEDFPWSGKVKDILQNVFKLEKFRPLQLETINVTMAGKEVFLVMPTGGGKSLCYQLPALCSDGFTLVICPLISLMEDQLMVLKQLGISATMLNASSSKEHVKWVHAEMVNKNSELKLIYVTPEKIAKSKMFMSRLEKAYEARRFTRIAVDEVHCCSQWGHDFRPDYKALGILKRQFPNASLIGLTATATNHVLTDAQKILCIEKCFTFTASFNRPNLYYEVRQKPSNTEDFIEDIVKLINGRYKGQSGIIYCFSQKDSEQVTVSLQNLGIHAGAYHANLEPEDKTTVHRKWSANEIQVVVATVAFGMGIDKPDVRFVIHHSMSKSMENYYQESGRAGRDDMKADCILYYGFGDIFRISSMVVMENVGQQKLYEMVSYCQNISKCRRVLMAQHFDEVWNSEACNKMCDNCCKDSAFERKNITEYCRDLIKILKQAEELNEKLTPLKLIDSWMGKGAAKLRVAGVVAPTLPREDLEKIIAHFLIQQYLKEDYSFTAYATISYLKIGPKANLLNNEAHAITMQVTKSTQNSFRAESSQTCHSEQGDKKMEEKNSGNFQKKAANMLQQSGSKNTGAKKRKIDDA
#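 RECQ1T1 50 nM; forked duplex (20 bp + 30-nt ss tails) 200 nM, ATP 2 mM final; pH 8.0, 2 mM MgCl2, 2.5 ug/ml poly(dI-dC); 15 min compound preincubation; discontinuous kinetic read over 2 h at RT.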
# L3MBTL1 inh – L3MBTL1 (human) inhibition; AID 485360; Potency, µM (doses to about 57.1 µM), inactives show at the highest dose activity, negative = inhibition, hits mostly inhibitors; 230,000 tested, 0.66% active; AlphaScreen L3MBTL1–H3K9me1 peptide binding; Q9Y468; further: nearly all actives have a fitted effect of over 60% in size
#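 Displacement of a biotinylated histone H3(1-15) peptide monomethylated at Lys9 (75 nM) from L3MBTL1 (50 nM) was measured by AlphaScreen after a 30 min room-temperature compound incubation; cefsulodin titration served as intraplate control.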
# Tau fibril ThT – tau fibrillization inhibition (ThT binding) | P10636 | 270,000 tested, 2.1% active | Potency, µM (highest dose often 57.4 µM), without a hit: at the top dose activity, negative = inhibition, actives largely listed as inhibitors | AID 1460 | recombinant tau K18 P301L (four-repeat tau fragment), heparin-induced fibrillization, ThT fluorescence; further: nearly all actives have a fitted effect of over 55% in size
#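 Heparin-induced fibrillization of the P301L-mutant K18 repeat-domain fragment of human tau was followed by ThT binding in quantitative high-throughput format.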
# Numbers without * were called inactive; i = inactive; u = inconclusive; x = no result given; & = joins results of further samples; [ ] = dose if it differs, or a comment. Unless noted, the call rests on the fitted dose curve; in most records, active means well fitted curve in the direction sought with a large enough effect; inconclusive means small, poorly fitted or top-dose-only effect, or another doubt; inactive means no such curve, though single readings can be large; an effect the other way counts as inactive or inconclusive. Unless noted, on the % scale 0 is the no-effect control and ±100 the full control effect; potency means the concentration at half of the fitted maximal effect. Some of the compounds tested; count on the stated rates, not on these rows.
# Each structure is followed by: GoLoco inh red	TRb-SRC2 inh	KDM4E inh	TR SRC2 fluor cs	Tau FP inhib	RECQ1 helicase	L3MBTL1 inh	Tau fibril ThT
O=C1c2ccccc2-c2cccc3cccc1c23
  -2%	-1%	-1%	-3%	-4%	-26%	x	-13%
O=C1c2ccccc2C2(c3ccc(Cl)cc3)NCCN12 (configuration not stated)
  3%	1%	-3%	2%	1%	i	2%	-7%
C=C(C)C#N
  6%	0%[201 µM]	x	-3%[201 µM]	x	-1%	x	x
CCCCn1c(N)c(C(=O)NCCN2CCOCC2)c2nc3ccccc3nc21
  -1%	5%	u	-6%	3%	-21%	15%	0%
COc1ccc(C(=O)CC2(CC(=O)c3ccc(OC)cc3)C(=O)N(C)C(=O)N(C)C2=O)cc1
  9%	2%	-1%	-4%	-12%	-6%	x	-4%
COP(=O)(NS(=O)(=O)c1ccccc1)OC
  -4%	9%	3%	-1%	-4%	i	4%	-3%
O=C1NC(=O)N(Cc2ccc(F)cc2)C(=O)/C1=C\C=C\c1ccco1
  201%[activator]	6%	-3%	7%	x	28µM*	x	x
N#Cc1nn(-c2c(Cl)cc(C(F)(F)F)cc2Cl)c(N)c1S(=O)C(F)(F)F (configuration not stated)
  1%&11%&-1%&4%	2%[201 µM]	7%	-2%[201 µM]	9%&9%&3%&8%	-3%&-6%&-15%	x	-13%&-10%&-16%&-16%
CN1C(=O)C(Cc2ccsc2)C(=O)N(C)C1=O
  -6%	-24%	-14%	0%	32µM*	i	u	25µM*
CCc1ccc(CNCCc2ccccc2F)cc1
  6%	-2%	5%	1%	3%	-4%	8%	11%
CC(=NCc1ccc2c(c1)OCO2)c1c(O)[nH]c(=O)[nH]c1=O
  -5%	0%	-1%	-1%	0%	u	x	-15%
c1ccc2c(c1)OCC(C1=NCCN1)O2 (configuration not stated)
  7%&-8%&6%	-14%&6%&8%	u	0%&-1%&-1%	6%&-5%&-4%	-5%&-5%&-15%	7%	u
NCCc1ccc(O)cc1
  5%&6%&6%&10%&6%&-2%	4%&6%&0%&8%&5%&2%	u	1%&-2%&-1%&-2%&-1%&-2%	-7%&0%&4%&-1%&1%	-2%&-12%&0%&1%&-8%	31%[activator]	-12%&-7%&0%&3%&-7%
C[C@]12CCC3C(CC[C@]4(O)C[C@@H](O)CC[C@]34C=O)[C@@]1(O)CC[C@@H]2C1=CC(=O)OC1 (some centres not stated)
  -1%	-1%	3%	-1%	9%	2%	x	1%
Cn1c(C(=O)N2CCC(C(=O)N3CCC4(CC3)OCCO4)CC2)cc2sccc21
  0%	-5%	5%	0%	-3%	-1%	x	-14%

# Next part
# Each structure is followed by: GoLoco inh red	TRb-SRC2 inh	KDM4E inh	TR SRC2 fluor cs	Tau FP inhib	RECQ1 helicase	L3MBTL1 inh	Tau fibril ThT
COc1ccc(-c2cc(C(F)(F)F)n3nc(C(=O)N4CCC5(CC4)OCCO5)cc3n2)cc1OC
  7%	-13%	u	-3%	5%	i	x	-10%
CCC(=NCCc1c[nH]c2ccccc12)c1c(O)n(-c2ccc(C)cc2)c(=O)[nH]c1=O
  -8%	6%	u	-3%	10%	-20%	-11%	-5%
O=C1/C(=C\c2ccccc2)C[C@@]2(O)[C@H]3Cc4ccc(O)c5c4[C@@]2(CCN3CC2CC2)[C@@H]1O5
  -3%	x	-4%	-1%	u	-13%	x	-11%
Cc1cc(OC(=O)CCNC(=O)OC(C)(C)C)c2c3c(c(=O)oc2c1)CCC3
  -10%	-5%	-10%	-1%	-1%	-5%	-9%	u
Cc1ccc(-n2c(C)nc3ccccc3c2=O)cc1C
  -16%	0%	-7%	-3%	5%	i	7%	-3%
C=CCN1C(=O)NC(=O)/C(=C/C=C/c2ccccc2)C1=O
  -23%	1%	-20%	-1%	u	-7%	x	28µM*
CC(=O)Oc1ccccc1C(=O)Nc1ncc([N+](=O)[O-])s1
  25%&8%	3%&10%	-9%	-7%&-17%	-1%	3%&12%	x	11µM*
O=C(CCCN1CCC(n2c(=O)[nH]c3ccccc32)CC1)c1ccc(F)cc1
  -8%[21.6 µM]	1%[53 µM]	-3%[25.5 µM]	1%[53 µM]	x	i	-3%	x
c1cncc(CNC2=NCCCCC2)c1
  -6%	-12%	2%	1%	0%	-12%	-8%	-7%
Cc1sc2ncn(CC(=O)NCCCC(=O)N3CCC4(CC3)OCCO4)c(=O)c2c1C
  5%	8%	10%	-6%	-7%	-6%	1%	-2%
CC[N+](=O)[O-]
  -5%	-5%	x	-1%	x	4%	x	x
COc1cc2c(cc1O)[C@H]1Cc3ccc(OC)c(O)c3CN1CC2
  -7%[21.6 µM]	2%[53 µM]	u	2%[53 µM]	x	i	x	x
CCCCOc1ccc(C(=O)N2CC(=O)Nc3ccc(Br)cc3C2c2ccc(F)cc2)cc1 (configuration not stated)
  x	6%	x	-1%	-10%	x	x	u
CC(=O)N1CCN(c2ccc(N=Cc3c(O)n(Cc4ccccc4)c(=O)[nH]c3=O)cc2)CC1
  17%	-3%	0%	0%	2%	-5%	-7%	u
CCOP(=S)(OCC)Oc1ccc([N+](=O)[O-])cc1
  5%&-53%	-5%&7%	x	-2%&-2%	x	-9%&-21%	x	x

# (more compounds)
molecule,GoLoco inh red,TRb-SRC2 inh,KDM4E inh,TR SRC2 fluor cs,Tau FP inhib,RECQ1 helicase,L3MBTL1 inh,Tau fibril ThT
CCc1ccccc1N1C(=O)/C(=C/c2ccc(N3CCN(C)CC3)o2)C(=O)NC1=S,242%[activator],-1%,-12%,3%,-5%,-12%,-2%,u
C[C@]12CCC(=O)C[C@@H]1CC[C@@H]1[C@@H]2CC[C@]2(C)[C@@H](O)CC[C@@H]12,10%,2%,x,-2%,x,-3%,-6%,x
Cc1[nH]n(-c2ccccc2)c(=O)c1C(c1ccc([N+](=O)[O-])cc1)c1c(C)[nH]n(-c2ccccc2)c1=O,-8%,0%[53 µM],-7%,0.35µM*[quencher],2%,0%,u,-7%
Clc1cnc(Oc2ccc(Oc3ncc(Cl)cc3Cl)cc2)c(Cl)c1,2%&4%&-5%,8%,9%&2%,-5%,-1%&-4%&8%,-7%&8%&-12%,x,-13%&-6%&-8%
O=C(COc1ccc2ccccc2c1)N1CCN(C2CCN(Cc3ccccc3)CC2)CC1,3%,-21%,-2%,-1%,0%,-2%,-7%,-10%
CN1OCC2Cn3c(nc4ccccc43)C21 (configuration not stated),6%,0%,-2%,-1%,4%,39%[activator],x,-8%
O=c1c2ccccc2nc(-c2cccs2)n1-c1cnccn1,3%,-6%,1%,1%,5%,6%,1%,1%
CC1CC(OC(=O)c2ccccc2)CC(C)N1C (configuration not stated),3%,1%,1%,-2%,-3%,i,3%,1%
Cc1sc2ccccc2c1CC1=NCCN1,4%,2%,u,1%,-10%,33%[activator],-14%,-4%
CCCCc1ccc(C(=O)O)nc1,3%,-1%,10µM*,-2%,-5%&-6%,-5%,8.9µM*,u

# (continued)
molecule,GoLoco inh red,TRb-SRC2 inh,KDM4E inh,TR SRC2 fluor cs,Tau FP inhib,RECQ1 helicase,L3MBTL1 inh,Tau fibril ThT
CCCCOC(=O)c1ccccc1C(=O)OCCCC,3%&9%,-1%[201 µM],5%,3%[201 µM],-4%,-15%&-5%,60%[activator],-7%
Cc1ccc(CN2CC3CC(C2)c2cccc(=O)n2C3)cc1 (configuration not stated),2%,5%,-4%,-5%,-4%,-3%,x,u
Cc1oc(-c2ccccc2Cl)nc1CN1C(=O)CN=C(c2ccccc2)c2ccccc21,4%,1%,-5%,-1%,2%,-13%,-2%,u
Cc1ccc(NN=C2C(=O)OC(C)(C)OC2=O)c(C)c1,-1%,3%,-11%,-3%,7%,1%,-7%,u
CN(C)S(=O)(=O)c1cc(NC(=O)COC(=O)Cc2ccccc2)ccc1Cl,14%,3%,1%,-3%,6%,6%,-13%,6%
COc1ccc(OCC(=O)Nc2ccc(Cl)cc2C(=O)c2ccccc2)cc1,8%,-2%,8%,-5%,-3%,-6%,-5%,0%
CCCc1[nH]nc2c1C1(C(=O)N(Cc3ccccc3)c3ccccc31)C(C(=O)OC)=C(N)O2 (configuration not stated),-7%,-2%,1%,3%,-1%,-14%,x,-18%
CCCCCCCn1c(=O)c(C(=O)Nc2cnccn2)c(O)c2ccccc21,-7%,2%,-6%,3%,0%,-4%,11%,10%
O=C(O)[C@@H]1CSC(c2cccnc2)N1 (some centres not stated),-4%,7%,u,-2%,-2%,i,x,-20%
Cc1ccc(NC(=O)c2cn(CCC#N)nc2-c2ccc3c(c2)OCCO3)c([N+](=O)[O-])c1,-7%,-4%,14%,-1%,u,-4%,-4%,u

# Continued.
molecule,GoLoco inh red,TRb-SRC2 inh,KDM4E inh,TR SRC2 fluor cs,Tau FP inhib,RECQ1 helicase,L3MBTL1 inh,Tau fibril ThT
Cc1ccccc1-n1c(/C=C/c2ccccc2F)nc2ccccc2c1=O,x,-4%,x,1%,-1%,x,x,-9%
COc1nc2ccccc2c(=O)n1-c1ccc(Cl)cc1,-2%,-1%,-6%,-4%,4%,i,-1%,8%
O=c1[nH]c(=S)n(Cc2ccc(F)cc2)c(O)c1/C=N/N1CCCCC1,27%,5%,-9%,-5%,4%,5%,u,-8%
CCCN1[C@@H]2C[C@@H](O)CC[C@@H]2C[C@H]1C(=O)OC,15%,4%,-26%,0%,9%,-10%,x,u

# Four entries already listed, ordered by length of the SMILES, smallest number first.
molecule,GoLoco inh red,TRb-SRC2 inh,KDM4E inh,TR SRC2 fluor cs,Tau FP inhib,RECQ1 helicase,L3MBTL1 inh,Tau fibril ThT
CCCCc1ccc(C(=O)O)nc1,3%,-1%,10µM*,-2%,-5%&-6%,-5%,8.9µM*,u
COP(=O)(NS(=O)(=O)c1ccccc1)OC,-4%,9%,3%,-1%,-4%,i,4%,-3%
Cc1ccc(-n2c(C)nc3ccccc3c2=O)cc1C,-16%,0%,-7%,-3%,5%,i,7%,-3%
COc1ccc(OCC(=O)Nc2ccc(Cl)cc2C(=O)c2ccccc2)cc1,8%,-2%,8%,-5%,-3%,-6%,-5%,0%
